SUMO1 PPI mod: modulators of human SUMO1-mediated protein-protein interactions; P63165; SUMO1 binding to a labelled peptide, TR-FRET, 1 h; inhibition, % at 20 µM; 0.33% of 360,000 active; in the data active = inhibition above about 37%
Scp-1 inhibitor: blocks human Scp-1 phosphatase activity; Q9GZU7; Recombinant Scp1, phosphopeptide, malachite green phosphate absorbance; inhibition, % at 20 µM; 0.88% of 340,000 active;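 active = inhibition above about 50% at 20 µM, limit read from the data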;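 also: plate controls were DMSO wells with enzyme for no effect and wells lacking enzyme for full effect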
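Test system – truncated SCP-1 phosphatase (76-261aa) · Reagent – Phosphorylated 17-residue peptide substrate · Incubation – 45 min room-temperature reaction, 5 min colour, 30 min stabiliser · Detection – colorimetric phosphate reagent with accelerator and stabiliser, absorbance at 630 nm · Measure – % inhibition at 20 µM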
LMPTP inh: blocks human LMPTP phosphatase | 0.22% of 360,000 active | inhibition, % at 20 µM | AID 651560 | recombinant LMPTP-A, OMFP fluorogenic substrate, fluorescence intensity;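 active = compounds that cut the enzyme signal by at least half of the control window in the single-dose screen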;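 also: plate controls were DMSO wells with enzyme plus substrate for no effect and substrate without enzyme for full effect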
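Test system: LMPTP-A, protein tyrosine phosphatase of low molecular weight; Input: 0.625 nM enzyme; Incubation: 50 min dark incubation at room temperature; Signal: endpoint fluorescence intensity from OMFP dephosphorylation; Read-out basis: % inhibition versus control wells.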
STEP inh: inhibitors of human striatal-enriched phosphatase STEP. AID 588621. recombinant STEP, OMFP fluorogenic substrate, fluorescence. 0.25% of 360,000 active. inhibition, % at 20 µM;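 active = inhibition at 20 µM, scaled per plate between control wells, above about 37%, limit read from the data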;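 also: 0% = DMSO with enzyme and substrate and 100% = substrate only without enzyme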
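Material: STEP (striatal-enriched tyrosine phosphatase) enzyme, cell-free | Medium: 50 mM Bis-Tris pH 6.0 with 2.5 mM DTT and 0.005% Tween 20 | Read-out: Percent inhibition scaled to no-enzyme and uninhibited-enzyme controls, plate-pattern corrected | Signal: Fluorescence read at 480 nm ex / 540 nm em | Times: 20 min reaction, room temperature, in the dark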
eLon inh: inhibitors of E. coli Lon protease. P0A9M0. purified E. coli Lon protease, fluorescence polarization. inhibition, % at 7.94 µM. 0.42% of 360,000 active. AID 602123; in the data active = inhibition above about 13%, passing the limit was not always enough;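 also: 0% = enzyme with probe and DMSO and 100% = no enzyme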
NRP1-CendR mod: modulators of CendR peptide binding to human neuropilin-1. O14786. FAM-RPARPAR peptide binding to NRP-1, fluorescence polarization. inhibition, % at 25 µM. 0.85% of 360,000 active. AID 602438;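 active = inhibition or corrected inhibition above about 18%, plus a signal ratio from 0.5 to 1.5, limit read from the data, passing the limit was not always enough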; also: strong numbers were not always called active
MsrA act: activators of bovine methionine sulfoxide reductase A; purified bovine MsrA, absorbance read-out; 0.3% of 360,000 active; activation, % at 10.6 µM; AID 602163; in the data active = activation above about 7.5%;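 also: 0% = vehicle and 100% = reference activator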
MsrA inhibitor: inhibits bovine methionine sulfoxide reductase A. AID 651718. 0.75% of 360,000 active. purified bovine MsrA, absorbance read-out. inhibition, % at 15.5 µM; in the data active = inhibition above about 4.5%;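 also: 0% = vehicle wells with enzyme and 100% = reference inhibitor wells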
DNMT1 block: DNMT1 (human) enzyme inhibition; DNMT1 molecular beacon, Hinp1I cleavage, fluorescence; inhibition (reported as % activation of signal), % at 10 µM; 0.83% of 360,000 active; AID 588458; in the data active = inhibition above about 50%
Target sequence (P26358 504-1616 limits assumed): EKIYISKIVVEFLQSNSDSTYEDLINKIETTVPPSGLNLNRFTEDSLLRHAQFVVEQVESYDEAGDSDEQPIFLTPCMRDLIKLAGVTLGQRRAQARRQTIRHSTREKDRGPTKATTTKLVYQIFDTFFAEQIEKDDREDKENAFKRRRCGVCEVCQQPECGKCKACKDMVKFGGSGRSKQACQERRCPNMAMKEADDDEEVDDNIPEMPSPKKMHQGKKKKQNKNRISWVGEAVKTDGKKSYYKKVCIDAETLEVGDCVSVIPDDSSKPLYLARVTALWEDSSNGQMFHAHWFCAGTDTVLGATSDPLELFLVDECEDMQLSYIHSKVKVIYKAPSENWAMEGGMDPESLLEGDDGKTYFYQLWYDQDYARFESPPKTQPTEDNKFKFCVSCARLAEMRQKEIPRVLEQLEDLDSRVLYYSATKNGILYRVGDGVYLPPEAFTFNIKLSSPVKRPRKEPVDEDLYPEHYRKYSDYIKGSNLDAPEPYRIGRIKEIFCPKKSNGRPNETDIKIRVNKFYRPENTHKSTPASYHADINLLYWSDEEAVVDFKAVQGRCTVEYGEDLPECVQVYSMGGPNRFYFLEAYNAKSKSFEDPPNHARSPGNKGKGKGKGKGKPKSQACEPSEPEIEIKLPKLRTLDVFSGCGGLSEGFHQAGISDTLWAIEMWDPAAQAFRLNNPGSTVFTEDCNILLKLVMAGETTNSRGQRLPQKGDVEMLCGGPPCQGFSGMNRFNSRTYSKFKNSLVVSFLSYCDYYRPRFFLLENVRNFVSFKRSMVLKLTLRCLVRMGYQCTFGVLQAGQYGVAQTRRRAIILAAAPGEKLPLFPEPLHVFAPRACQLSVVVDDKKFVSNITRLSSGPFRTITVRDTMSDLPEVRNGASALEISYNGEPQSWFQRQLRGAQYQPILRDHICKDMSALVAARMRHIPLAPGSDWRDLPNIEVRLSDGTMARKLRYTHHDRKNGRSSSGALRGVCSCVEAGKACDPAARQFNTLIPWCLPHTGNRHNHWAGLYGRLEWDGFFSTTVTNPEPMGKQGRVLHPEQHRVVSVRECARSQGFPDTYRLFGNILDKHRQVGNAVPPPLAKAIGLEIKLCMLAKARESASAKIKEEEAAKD
TbMetRS inhib: Trypanosoma brucei MetRS inhibition; purified T. brucei MetRS, ATP depletion, Kinase-Glo luminescence; inhibition, % at 11.9 µM; 0.4% of 360,000 active; AID 624268;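 active = inhibition above a per-plate cutoff of the control wells' mean inhibition plus 3 SD, cut at about 5.5% in these data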;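 also: 0% = DMSO wells median and 100% = median of wells with control inhibitor compound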
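Dosing: 11.9 µM compound single dose, 0.9% DMSO; Assay system: purified T. brucei MetRS enzyme; Measured by: Kinase-Glo luciferase luminescence reporting remaining unconsumed ATP; Schedule: 15 min plus 2 h at 25 °C.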
* marks the source's active call; other numbers are inactive results; nt = no result given.

SMILES	SUMO1 PPI mod	Scp-1 inhibitor	LMPTP inh	STEP inh	eLon inh	NRP1-CendR mod	MsrA act	MsrA inhibitor	DNMT1 block	TbMetRS inhib
COc1ccc(CNC(=O)c2ccccc2SCC(=O)NCc2ccco2)cc1	4	-5	-0.2	4	-4	-1	-1	-0.4	-1	-0.3
Cc1cccc(-c2cc3nc(C)cc(N4CC(C)CC(C)C4)n3n2)c1 (stereo not drawn)	-5	4	4.6	0	-2	1	-3	-1.6	-5	-0.7
Cc1[nH]nc(NNC(=O)c2ccccc2)c1[N+](=O)[O-]	-10	-4	-2.0	-2	-7	11	-3	1.9	3	-0.2
O=C(C(c1ccccc1)C(O)c1ccccc1)N1CCOCC1 (stereo not drawn)	-1	-8	-3.5	-3	9	4	-3	0.5	0	-0.2
O=C(NCCc1ccccc1)C1CC(c2ccccc2O)=NO1 (stereo not drawn)	-4	-5	-0.6	2	2	16	-9	-0.1	4	-1.1
CN(C)c1ccc(NC(=O)Nc2ccc3c(c2)nnn3C)cc1	4	-10	-0.7	-2	7	-1	4	-0.5	4	-0.2
COc1ccc(CC(=O)N[C@@H]2c3cc(OC)c(OC)cc3C[C@H]2OCc2ccccc2)cc1	23	1	0.5	2	2	-4	-1	-1.2	2	0.6
CCOC(=O)N1CC(C)N(CC(O)CN2CCOCC2)CC1C (stereo not drawn)	3	3	-0.3	1	14	5	-2	0.1	0	-0.2
COc1ccc(-c2nn(CCC(=O)O)cc2CCC(=O)O)cc1	-2	-2	-0.4	1	-4	11	2	0.1	2	-0.2
CCc1nc2ccc(C(=O)N3CCN(c4cccc(OC)c4)CC3)cc2nc1CC	3	-3	0.1	-2	3	8	-1	0.8	2	0.1
CCN(CC)C(=O)N1CCN(Cc2ccc3c(c2)OCO3)CC1	1	5	-1.3	-4	2	3	-1	-0.6	-4	0.2
COc1ccc(CCN=C(N)NS(=O)(=O)c2ccc3ccccc3c2)cc1	5	-5	-1.6	-4	8	3	-6	-1.0	9	2.4
COC(=O)N/N=C/c1cc(Cl)cc(Cl)c1OCc1ccccc1F	-7	-16	2.1	-4	-11	-4	-4	-1.0	3	-0.7
Cc1ccc(C(=O)OCC(=O)N(C)C2CCS(=O)(=O)C2)cc1S(=O)(=O)N1CCOCC1 (stereo not drawn)	4	2	0.6	0	-4	12	-4	-0.2	-2	-0.3
CC1(C)CC(CCC(=O)Nc2ccccc2Cl)C(=O)O1 (stereo not drawn)	-3	-11	-0.6	1	0	8	2	nt	2	-0.7
CC1CCN(c2ccc(/C=N/n3nnnc3N)cc2[N+](=O)[O-])CC1	-14	-3	-0.3	-21	-1	8	-8	0.9	-3	-1.4
Cc1ccc(/C(O)=C2\C(=O)C(=O)N(C)C2c2ccccc2)cc1 (stereo not drawn)	-13	nt	-0.9	1	9	-2	1	2.9	-3	-0.4
O=C(c1cc(Sc2cccc(Cl)c2)nc2ccccc12)N1CCN(c2ccccn2)CC1	2	2	7.6	-5	0	-1	-10	1.1	2	-0.7
C[C@]12CC[C@@H]3c4ccc(O)cc4CC[C@H]3[C@@H]1CC[C@@H]2O	0	-9	-2.4	-2	-4	-9	-8	1.6	0	-1.4
CCOc1ccc(S(=O)(=O)NCc2cccs2)cc1C(C)C	4	-3	1.4	-1	10	-6	-6	1.7	2	-0.3
CC(c1ccc(O)cc1)(c1ccc(O)cc1)c1ccc(CCBr)cc1	9	-11	-0.1	-2	3	1	-3	1.7	-7	-1.1
C#CCOCCOCCOCCNc1nc(N2CCN(C(=O)[C@H](CCCN=C(N)N)n3cc(C(N)[C@@H](C)CC)nn3)CC2)nc(N2CCN(C(=O)[C@H](CO)n3cc([C@@H](N)C(C)C)nn3)CC2)n1 (stereo partly drawn)	-44	-4	-4.2	-1	4	6	0	0.3	-2	0.6
Cc1ccc(CN2CCN(Cc3cn[nH]c3C3CCCCC3)CC2CCO)cc1 (stereo not drawn)	2	-5	-2.5	0	3	0	-1	-0.6	-5	-0.5
Cc1nnc(SCC(=O)Nc2ccc(S(=O)(=O)Nc3ccc(Cl)nn3)cc2)s1	25	79*	2.1	4	-2	-20	-2	-0.3	20	0.2
COC(=O)CN(c1ccc(OC)cc1OC)S(=O)(=O)c1ccccc1[N+](=O)[O-]	0	-7	-0.9	-2	1	11	-3	0.8	0	-1.1

Arranged by molar mass (lowest first): part of the list above
SMILES	SUMO1 PPI mod	Scp-1 inhibitor	LMPTP inh	STEP inh	eLon inh	NRP1-CendR mod	MsrA act	MsrA inhibitor	DNMT1 block	TbMetRS inhib
CC1CCN(c2ccc(/C=N/n3nnnc3N)cc2[N+](=O)[O-])CC1	-14	-3	-0.3	-21	-1	8	-8	0.9	-3	-1.4
COc1ccc(CNC(=O)c2ccccc2SCC(=O)NCc2ccco2)cc1	4	-5	-0.2	4	-4	-1	-1	-0.4	-1	-0.3
C#CCOCCOCCOCCNc1nc(N2CCN(C(=O)[C@H](CCCN=C(N)N)n3cc(C(N)[C@@H](C)CC)nn3)CC2)nc(N2CCN(C(=O)[C@H](CO)n3cc([C@@H](N)C(C)C)nn3)CC2)n1 (stereo partly drawn)	-44	-4	-4.2	-1	4	6	0	0.3	-2	0.6

Rewritten with two lines to a compound: entries from further up
Order of values – SUMO1 PPI mod	Scp-1 inhibitor	LMPTP inh	STEP inh	eLon inh	NRP1-CendR mod	MsrA act	MsrA inhibitor	DNMT1 block	TbMetRS inhib
COc1ccc(-c2nn(CCC(=O)O)cc2CCC(=O)O)cc1
  -2	-2	-0.4	1	-4	11	2	0.1	2	-0.2
CCc1nc2ccc(C(=O)N3CCN(c4cccc(OC)c4)CC3)cc2nc1CC
  3	-3	0.1	-2	3	8	-1	0.8	2	0.1
CCN(CC)C(=O)N1CCN(Cc2ccc3c(c2)OCO3)CC1
  1	5	-1.3	-4	2	3	-1	-0.6	-4	0.2
COc1ccc(CCN=C(N)NS(=O)(=O)c2ccc3ccccc3c2)cc1
  5	-5	-1.6	-4	8	3	-6	-1.0	9	2.4
COC(=O)N/N=C/c1cc(Cl)cc(Cl)c1OCc1ccccc1F
  -7	-16	2.1	-4	-11	-4	-4	-1.0	3	-0.7
Cc1ccc(C(=O)OCC(=O)N(C)C2CCS(=O)(=O)C2)cc1S(=O)(=O)N1CCOCC1 (stereo not drawn)
  4	2	0.6	0	-4	12	-4	-0.2	-2	-0.3
CC1(C)CC(CCC(=O)Nc2ccccc2Cl)C(=O)O1 (stereo not drawn)
  -3	-11	-0.6	1	0	8	2	nt	2	-0.7
CC1CCN(c2ccc(/C=N/n3nnnc3N)cc2[N+](=O)[O-])CC1
  -14	-3	-0.3	-21	-1	8	-8	0.9	-3	-1.4
Cc1ccc(/C(O)=C2\C(=O)C(=O)N(C)C2c2ccccc2)cc1 (stereo not drawn)
  -13	nt	-0.9	1	9	-2	1	2.9	-3	-0.4
O=C(c1cc(Sc2cccc(Cl)c2)nc2ccccc12)N1CCN(c2ccccn2)CC1
  2	2	7.6	-5	0	-1	-10	1.1	2	-0.7
C[C@]12CC[C@@H]3c4ccc(O)cc4CC[C@H]3[C@@H]1CC[C@@H]2O
  0	-9	-2.4	-2	-4	-9	-8	1.6	0	-1.4
CCOc1ccc(S(=O)(=O)NCc2cccs2)cc1C(C)C
  4	-3	1.4	-1	10	-6	-6	1.7	2	-0.3
CC(c1ccc(O)cc1)(c1ccc(O)cc1)c1ccc(CCBr)cc1
  9	-11	-0.1	-2	3	1	-3	1.7	-7	-1.1

(list continues)
SMILES	SUMO1 PPI mod	Scp-1 inhibitor	LMPTP inh	STEP inh	eLon inh	NRP1-CendR mod	MsrA act	MsrA inhibitor	DNMT1 block	TbMetRS inhib
CN1C(=O)/C(=C/c2ccccc2OCc2ccc(C(=O)O)cc2)NC1=S	-8	-2	0.9	2	-5	-20	-10	2.2	-2	-0.5
CC1CCN(CCCNC(=O)CCNC(=O)Cn2cnc3ccccc3c2=O)CC1	3	-7	0.0	2	-9	0	-1	0.0	1	0.1
CC(C)(C)NC(=O)C1Cc2ccccc2CN1C(=O)Nc1cccc(Cl)c1 (stereo not drawn)	-1	7	-2.3	0	11	7	-5	-0.5	2	-1.3
COc1ccc(CN(CCCN2CCOCC2)S(=O)(=O)N(C)C)cc1OC	3	-3	-2.2	-2	-9	0	-10	-0.1	-1	-1.5
COC(=O)CCCCC1SCC(NC(=O)c2ccccc2)C1OC(C)=O (stereo not drawn)	6	-1	-0.3	-2	10	-6	-8	-0.6	-2	-1.1
CC(=O)N1CCN(C(=O)c2ccc(Cl)c(S(=O)(=O)N3CCc4ccccc43)c2)CC1	4	-2	-0.9	-1	-6	-3	-4	0.2	1	-0.4
CCC1CCC2(CC1)NC(=O)N(CC(=O)Nc1ccc(OC)c(Cl)c1)C2=O (stereo not drawn)	-1	-10	-0.8	-2	-8	4	-1	-0.2	-3	0.6
Cc1cc(C(=O)NNC(=O)/C=C/c2ccccc2Cl)c(C)o1	-12	-5	-0.5	2	-10	4	0	0.4	-1	-0.1
CCCC(=O)N1CCCC1(C)C(=O)Nc1cc(OC)ccc1OC (stereo not drawn)	-1	nt	-0.7	-1	0	-3	0	-1.1	-2	-0.3
CCCOc1ccc(CC(=O)NCCc2ccccc2)cc1OC	-3	4	0.3	2	-4	5	-12	1.1	1	-0.1
CCCOc1ccc(/C=C/c2[nH]c(=O)[nH]c(=O)c2[N+](=O)[O-])cc1OCC	-3	1	3.5	-4	-2	-7	-10	0.8	5	-1.6

Bioassay records deposited in PubChem BioAssay by several laboratories.
